# RAD52 anneal inh = RAD52 DNA annealing inhibitors, primary screen, biochemical, FRET, single point, set 2; 0.46% of 360,000 active; DNA repair protein RAD52 homolog (Homo sapiens), P43351; recombinant RAD52 DNA annealing, FRET fluorescence; inhibition, % at 18.7 µM;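 active = every replicate showing at least 50% inhibition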
# Target sequence (P43351 whole entry, looked up): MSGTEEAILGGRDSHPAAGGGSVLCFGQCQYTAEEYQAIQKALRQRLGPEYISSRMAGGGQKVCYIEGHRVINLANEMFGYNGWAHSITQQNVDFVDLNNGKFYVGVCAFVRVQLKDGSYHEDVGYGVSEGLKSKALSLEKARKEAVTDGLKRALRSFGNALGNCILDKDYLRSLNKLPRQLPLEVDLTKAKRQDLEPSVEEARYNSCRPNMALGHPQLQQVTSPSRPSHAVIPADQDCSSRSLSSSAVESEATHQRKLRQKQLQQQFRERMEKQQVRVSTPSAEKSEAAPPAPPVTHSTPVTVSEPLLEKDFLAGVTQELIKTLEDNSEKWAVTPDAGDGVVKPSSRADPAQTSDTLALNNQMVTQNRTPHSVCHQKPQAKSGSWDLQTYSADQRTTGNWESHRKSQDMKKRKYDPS
# esBAF inh = Bmi1 luciferase reporter increase in mESCs, primary screen, esBAF inhibitor project, mouse ES cells, Bmi1 luciferase knock-in, single point; 24 h; 100% = twice the neutral-well signal; AID 602393, 2012; 2% of 350,000 active; reporter increase, % at 12.5 µM; in the data active = activation above about 40%;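 also: 0% = median of the plate's neutral control wells and 100% = double that signal; a rise in the Bmi1 reporter signal indicates esBAF inhibition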
# E-sel inducer = E-selectin induction in HUVECs, primary screen, imaging, HUVEC, immunofluorescence imaging, single point. normalized: neutral wells 0, TNF-alpha wells 100. activation, % at 7.58 µM. P16581. AID 686992, 2013. 0.37% of 260,000 active;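 active = mean E-selectin-positive cell signal at least 10% of the positive control, reached in at least 60% of replicates, without over 20% cell loss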;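 also: in these data hits start at about 27%; measured in HUVEC primary endothelial cells; signal is the percent of cells scored E-selectin positive by PE staining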
#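 Assay system: HUVEC primary endothelial cells. Input: 3,000 HUVEC seeded per well. Doses: one compound dose added by pin transfer. Read-out basis: % PE-positive cells. Benchmarks: TNF-alpha high, DMSO low. Detection: immunofluorescence imaging. Buffer or medium: EGM-2, gelatin.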
# RAD54 branch = inhibitors of human RAD54 branch migration, primary screen, biochemical, fluorescence, single point | DNA repair and recombination protein RAD54-like (Homo sapiens), Q92698 | RAD54 Holliday junction branch migration, FAM/BHQ fluorescence | inhibition, % at 10.4 µM | 0.14% of 360,000 active | AID 602329, 2012;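 active = mean normalized replicate activity at least 40 and at least half of replicates scoring 40 or more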;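 also: 0% = median of neutral control wells and 100% = median of positive control wells; inhibitors cause a drop in the FAM fluorescence signal; in these data hits start at about 50%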
# XiGFP reactiv = activators of inactive X chromosome reactivation, primary screen, imaging, XiGFP fibroblasts, GFP high-content imaging, set 2; AID 743238, 2013; 0.055% of 360,000 active; XiGFP mouse fibroblasts, % GFP-positive cells imaging, 3 d; cells co-treated with 5-aza-dC sensitizer; scaled so ellipticine positive control = 100%; activation, % at 7.58 µM;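 active = mean normalized replicate activation at least 10% and every replicate at or above 10%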;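 also: 0% = median of on-plate neutral control wells and 100% = ellipticine 6 µM median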
#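 System: XiGFP fibroblasts, SV40-immortalized. Medium: DMEM plus 5-aza-dC sensitizer. Doses: single point. Timing: 3 d treatment, 15 min room-temperature fixation. Control set: ellipticine 6 µM.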
# S100A4 inh HTS = inhibitors of S100A4-myosin IIA peptide binding, primary screen, biochemical, fluorescence polarization, TAMRA-MyoIIA peptide | Protein S100-A4 (Homo sapiens), P26447 | 0.14% of 360,000 active | AID 652163, 2013 | inhibition, % at 10.7 µM;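 active = mean inhibition of at least 70% across replicates, with every replicate also reaching that level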
# Target sequence (P26447 whole entry, looked up): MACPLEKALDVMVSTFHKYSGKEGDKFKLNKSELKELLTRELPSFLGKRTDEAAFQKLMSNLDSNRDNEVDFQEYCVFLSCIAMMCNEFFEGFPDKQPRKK
#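 Assay system: human S100A4 monomer with TAMRA-labelled myosin IIA peptide / Buffer or medium: Calcium-containing HEPES buffer, pH 7.2 / Reagent: TAMRA-labelled myosin IIA heavy-chain peptide probe, 5 nM / Compound: one dose per compound / Timing: polarization read 5 min after assay mix addition, stable 5–60 min / Benchmarks: neutral control DMSO, positive control TFP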
# ERAP1 inh = human ERAP1 aminopeptidase inhibitors, primary screen, biochemical, single point, plate reader. recombinant ERAP1, Leu-AMC fluorescence, 60 min. Endoplasmic reticulum aminopeptidase 1 (Homo sapiens), Q9NZ08. inhibition, % at 10.7 µM. 0.15% of 340,000 active. AID 652197, 2013;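 active = mean replicate inhibition of at least 30%, or all replicates individually reaching that 30% level; inactive = mean below 30% and not every replicate reaching it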;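 also: 0% = neutral control wells and 100% = L-leucinethiol positive control wells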
# ERp5 block = inhibitors of ERp5-driven insulin aggregation, primary screen, biochemical, turbidity, absorbance 650 nm, single point. Protein disulfide-isomerase A6 (Homo sapiens), Q15084. 90 min. inhibition, % at 9.99 µM. 0.05% of 350,000 active. AID 651711, 2012;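 active = mean replicate inhibition above about 25%, with every replicate also reaching it, limit read from the data, passing the limit was not always enough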
# Target sequence (Q15084 whole entry, looked up): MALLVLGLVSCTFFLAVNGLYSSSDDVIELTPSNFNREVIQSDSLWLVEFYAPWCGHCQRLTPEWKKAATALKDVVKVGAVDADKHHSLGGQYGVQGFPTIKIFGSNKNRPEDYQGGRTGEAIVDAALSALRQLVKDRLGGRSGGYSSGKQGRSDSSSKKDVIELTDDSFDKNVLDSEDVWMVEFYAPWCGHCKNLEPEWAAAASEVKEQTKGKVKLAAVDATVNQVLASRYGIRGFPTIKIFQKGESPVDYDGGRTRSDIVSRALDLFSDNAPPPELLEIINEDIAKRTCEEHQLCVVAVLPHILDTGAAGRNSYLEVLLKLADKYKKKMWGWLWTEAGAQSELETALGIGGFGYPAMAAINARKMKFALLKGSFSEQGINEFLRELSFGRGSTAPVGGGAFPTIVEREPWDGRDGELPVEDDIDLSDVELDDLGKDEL
# Starred values were filed as active, the others as inactive; nt = not tested or not shown; & = joins results of further samples.
SMILES,RAD52 anneal inh,esBAF inh,E-sel inducer,RAD54 branch,XiGFP reactiv,S100A4 inh HTS,ERAP1 inh,ERp5 block
Cc1cc(=O)[nH]c(SCC(=O)NNC(=O)Cc2ccccc2)n1,-8,nt,1.0,nt,-0.1,4,1,1
O=C(COC(=O)c1cc(Br)ccc1O)NNC(=O)c1cccs1,-10,0,0.1,4,2.5,-14,-2,0
COc1ccc(C(=O)N/C(=C\c2cn(S(=O)(=O)N(C)C)c3ccccc23)C(=O)NCCN2CCOCC2)cc1,-10,0,nt,-2,0.1,-4,2,-5
COc1cccc(NC(=O)C[C@@H]2CC[C@H]3[C@@H](COc4ccc(NC(C)=O)cc4C(=O)N3C)O2)c1,1,-1,0.1,3,-0.1,4,-1,6
CCOC(=O)C1CCCN(c2c(NCCCN(C)c3ccccc3)c(=O)c2=O)C1 (configuration not stated),-14,-6,0.1,4,-0.1,-5,-7,-5
FC(F)Sc1ccc(NC2=NCCCCC2)cc1,-11,8,0.4,-6,0.0,-1,2,-2
Cc1cc(C)nc(SCC(=O)Nc2nccs2)n1,-6,-2,-0.1,-12,0.0,2,-4,-2
NS(=O)(=O)c1cccc(NC(=O)CCC(=O)c2cccs2)c1,-9,3,0.3,2,0.0,-1,3,3
C[C@H](CO)N1C[C@H](C)[C@@H](CN(C)CC2CC2)Oc2ccc(NS(=O)(=O)c3ccccc3)cc2C1=O,-2,1,nt,-5,-1.4,4,3,-2
CCOC(=O)c1cc2c(c(-c3ccccc3)n1)[C@H](CCO)N(S(=O)(=O)C(C)(C)C)C2,-3,1,0.0,-2,-0.1,4,3,4
CCOC(=O)N1CC(C)N(C(=S)Nc2ccccc2)CC1C (configuration not stated),-8,2,-0.1,-4,0.3,10,1,5
Cn1c(N)c(C(=O)COC(=O)Cc2ccc(Cl)cc2)c(=O)n(C)c1=O,-12,-4,0.5,-10,0.0,-3,-1,-2
COc1ccc(NC(=O)N(C)C[C@@H]2OCCCC[C@H](C)Oc3ccc(NC(=O)Cc4ccccc4)cc3C(=O)N([C@H](C)CO)C[C@@H]2C)cc1,-19,0,0.1,-1,0.0,-9,0,-2
O=C(CSc1nnc(CNC(=O)c2c(F)cccc2Cl)o1)NC1CCCC1,2,-7,nt,-19,0.1,-3,-4,3
CC1(C)NC(=O)N(CC(=O)N2CCC(Cc3ccccc3)CC2)C1=O,1,-6,-0.7,11,2.4,-5,-4,-2
O=C(NCCc1ccccc1)C1CCC(CNS(=O)(=O)c2cccs2)CC1 (configuration not stated),-28,nt,nt,nt,0.0,-4,3,0
C[C@@H]1CCCCO[C@H](CN(C)C(=O)Nc2ccc(F)cc2)[C@H](C)CN([C@H](C)CO)C(=O)c2cc(NS(=O)(=O)c3cccs3)ccc2O1,16,0,0.0,11,-1.0,10,-2,10
C[C@@H]1CN([C@@H](C)CO)C(=O)c2cccc(NC(=O)C3CCCCC3)c2O[C@H]1CN(C)S(=O)(=O)c1ccc(F)cc1,14,1,-0.3,0,0.4,0,0,2
COc1cccc(CNC(=O)C[C@@H]2CC[C@H](NC(=O)C3CC3)[C@H](CO)O2)c1,-7,3,-0.2,8,-0.4,12,2,2
Cc1cc(C)c(CN2CCN(C(=O)Cn3cnc4c(OCc5ccccc5)ncnc43)CC2)c(C)c1,2,-4,-0.9,0,0.2,-7,6,0
CC(C)[C@H](NC(=O)c1ccco1)C(=O)OCC(=O)Nc1ccc(F)cc1,5,nt,2.1,nt,-0.1,2,-1,0
COc1cccc(C(=O)N2[C@H](COCc3ccccc3)C=CS2(=O)=O)c1,0,-6,-0.1,2,0.0,1,-1,-1
Cn1ncc2c(N3CCN(c4ccc(Cl)c(Cl)c4)CC3)ncnc21,5,nt,0.9,nt,-0.1,0,-6,-1
Cn1cnc(S(=O)(=O)N2CC[C@H]3[C@H](CO)Nc4ccc(C#Cc5ccc(F)cc5)cc4[C@H]32)c1,-14,nt,0.5,nt,0.0,7,2,0
Cc1noc(C)c1S(=O)(=O)N(C)C[C@@H]1Oc2ccc(NC(=O)NC(C)C)cc2CC(=O)N([C@H](C)CO)C[C@@H]1C,-10,-3,-0.2,-3,0.0,6,1,0
Cc1cc2ccccc2n1CCNC(=O)c1ccc(S(=O)(=O)N2CCOCC2)cc1,-13,-3,nt,0,nt,51,2,2
CC(Oc1cccc(F)c1)C(=O)Nc1ccc(N2CCOCC2)cc1 (configuration not stated),-3,10,-0.1,-1,-0.1,-1,0,2
CCOC(=O)C1(C)C=C(Nc2ccc(OCC)cc2)C(=O)N1c1ccccc1 (configuration not stated),-9,2,nt,3,0.0,-6,6,3
N#CC1(NC(=O)CSc2nnc(Nc3ccccc3F)s2)CCCC1,-4,38,nt,-1,-0.2,4,-1,3
CCCCN1CC[C@H]2C=CC[C@@H](C(=O)Nc3nccs3)[C@H]2C1=O,-24,2,-0.2,-16,0.0,11,1,-3
C[C@@H]1CN([C@@H](C)CO)S(=O)(=O)c2ccc(C#Cc3ccccc3)cc2O[C@@H]1CN(C)S(=O)(=O)c1ccccc1F,-19,3,-0.2,-3,-0.1,-10,-3,-1
CCOC(=O)c1cnc(-c2ccccc2)nc1N1CC(C)OC(C)C1 (configuration not stated),-4,nt,3.6,nt,0.0,3,-2,-1
Cc1nn(-c2ccccc2)c(C)c1NC(=O)COC(=O)c1ccc(O)cc1O,-17,nt,1.7,-2,0.3,1,-4,3
Cc1noc(C)c1NC(=O)N(C)C[C@H]1Oc2c(NC(=O)c3ccc(-c4nccs4)cc3)cccc2C(=O)N([C@H](C)CO)C[C@@H]1C,3,-4,nt,-1,-0.2,8,0,-4
C[C@H](CO)N1C[C@H](C)[C@@H](CN(C)S(=O)(=O)c2ccccc2)Oc2ccc(NC(=O)NC3CCCCC3)cc2CC1=O,29,0,-0.1,18,-0.1,-1,0,-6
CNC[C@@H]1Oc2cc(C#Cc3cccc(OC)c3)ccc2S(=O)(=O)N([C@@H](C)CO)C[C@@H]1C,-34,-14,-0.1,7,-1.3,-11,2,11
COc1ccc(C/C(C)=N/Nc2nc(C)cc(=O)[nH]2)cc1,-16,-1,-0.2,-6,0.0,4,-2,-4
CC(=O)c1cccc(N(C(=O)CNC(=O)c2ccco2)C(C(=O)NC2CCCC2)c2ccc(C)o2)c1 (configuration not stated),-9,nt,nt,nt,0.0,-2,-2,-5
CN(CC(=O)Nc1cccc(C#N)c1)Cc1ccc(Cl)cc1,-7,nt,nt,nt,0.0,0,-3,5
CCc1nc2ccc(C(=O)NCC3CCCCC3)cn2c1N(C)Cc1ccc(OC)cc1,-35,11,0.3,-9,-0.1,-17,2,3
C[C@@H]1CCCCO[C@@H](CN(C)S(=O)(=O)c2cn(C)cn2)[C@@H](C)CN([C@H](C)CO)C(=O)c2cc(NS(=O)(=O)c3ccc(F)cc3)ccc2O1,-14,-1,0.0,0,0.3,7,3,6
Cc1cccc(NS(=O)(=O)c2ccc(C(=O)NCC3(N4CCCCC4)CCCCC3)cc2)c1C,-16,-1,0.1,-24,-0.1,-2,-1,-3
COc1ccccc1CC(=O)Nc1ccc([N+](=O)[O-])cc1OC,-8,nt,nt,8,0.0,2,4,-6
COc1ccc(C(CNC(=O)c2ccc(-c3ccccc3Cl)o2)N2CCOCC2)cc1 (configuration not stated),-28,-7,-2.0,1,0.1,-4,-1,1
CC1(C(=O)NS(=O)(=O)C2CC2)CCN(C(=O)c2cccc(Cl)c2)C1 (configuration not stated),-3,0,-0.5,-2,0.3,-18,4,5
CNC[C@@H]1Oc2ccc(NC(=O)CCCN(C)C)cc2C(=O)N([C@H](C)CO)C[C@@H]1C,-3,-2,0.0,-7,-0.9,11,2,-2
COc1ccc(NC(=O)Nc2cccc3c2O[C@H](CN(C)Cc2ccc(-c4ccccc4)cc2)[C@@H](C)CN([C@H](C)CO)C3=O)cc1,14&-11,0&1,0.1&-0.1,2&-3,0.0&0.1,3&-7,-2&-1,2&-1
COc1cccc(CNC(=O)C2CCCN(c3ncnc4c3nc3n4CCCCC3)C2)c1 (configuration not stated),3,4,nt,-5,0.0,-9,1,-1
O=C(Cc1ccc(Cl)cc1)OCC(=O)c1ccc[nH]1,-5,-7,-0.7,-7,-0.7,12,3,0
OC[C@@H]1[C@@H](c2ccccc2)C2(CN(Cc3nccs3)C2)N1Cc1ccccc1,-66,nt,0.1,nt,0.1,7,-1,-2

# (cont.)
SMILES,RAD52 anneal inh,esBAF inh,E-sel inducer,RAD54 branch,XiGFP reactiv,S100A4 inh HTS,ERAP1 inh,ERp5 block
C[C@H](CO)N1C[C@H](C)[C@H](CN(C)Cc2ccccc2)Oc2ccc(N(C)C)cc2C1=O,5,-2,0.0,-16,-0.1,0,0,0
O=C(Nc1ccc(F)c(S(=O)(=O)N2CCOCC2)c1)C1CCCCC1,-9,0,nt,-17,0.3,-1,4,0
O=C(NC(c1ccc2ccccc2n1)c1cccs1)C1CCN(Cc2cccc(C(F)(F)F)c2)CC1 (configuration not stated),-134,19,0.4,-8,0.1,-3,1,-6
COc1ccccc1Oc1ccc(NC(=O)c2ccccc2)cc1,-6,nt,-3.5,nt,0.1,-4,1,0
COCCN(Cc1nc(-c2ccc(C(F)(F)F)cc2)no1)C(C)C,2,2,nt,-1,0.0,-2,-1,-2
CC1(C(=O)Nc2ccc3nc[nH]c3c2)CCN1C(=O)C1(c2ccccc2)CCCC1 (configuration not stated),-17,2,0.6,-7,0.6,-3,-2,-3
Cc1ccc(C(=O)Nc2cc(C)nn2CCC#N)cc1,-14,8,32*,-2,0.1,-3,0,1
OCc1cccc(-c2csc(C(O)c3ccccc3)n2)c1 (configuration not stated),10,41*,-0.1,-15,0.0,1,4,-4
Cc1n[nH]c(C)c1Sc1ccccc1[N+](=O)[O-],-5,nt,5.5,nt,-0.1,-1,-3,-7
NC(Cc1ccc(F)cc1)c1csc(Nc2ccc(C(=O)c3ccccc3)cc2)n1 (configuration not stated),-7,-4,0.0,2,0.7,2,1,5
O=C(COc1ccc(Cl)cc1)Nc1nc(-c2ccncc2)cs1,-14,-11,-0.2,-6,1.8,-6,-1,0
COc1cc(OC)c(NC(=O)c2sc3ncn(CC(=O)N4CCOCC4)c(=O)c3c2C)cc1Cl,-2,-1,nt,-4,0.0,1,1,5

# Assay outcomes: PubChem BioAssay, Broad Institute
